Source: PubChem BioAssay
ARNT TACC3 PPI = disruptors of ARNT/TACC3 protein interaction, primary screen, biochemical, AlphaScreen, single concentration; inhibition, % at 9.99 µM; 390,000 tested, 0.66% active; AID 623870, 2012; AlphaScreen His-ARNT PAS-B/GST-TACC3 binding, luminescence; TACC3 fragment carries E629A point mutation; Transforming acidic coiled-coil-containing protein 3 (Homo sapiens), Q9Y6A5;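 active means mean inhibition of replicates at least 50% and at least half of replicates each reaching 50%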;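 further: 0% = complete ARNT plus TACC3 wells and 100% = ARNT alone without TACC3; many hits fall short of the cut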
The depositor's hits bear a star. These rows are one share of the data, so the mix of outcomes need not match the whole.

Preview:
SMILES	ARNT TACC3 PPI
Cc1cc(S(=O)(=O)N2CCCCCC2)c(Cl)cc1Cl	-0.1
CC(=O)c1c(NCc2ccccc2)nc(=O)n(-c2ccccc2)c1C	-1.1

All compounds of this part, previewed entries included:
SMILES	ARNT TACC3 PPI
Cc1cc(S(=O)(=O)N2CCCCCC2)c(Cl)cc1Cl	-0.1
CC(=O)c1c(NCc2ccccc2)nc(=O)n(-c2ccccc2)c1C	-1.1
O=C(NC1CCCCC1)c1cnn2c(C(F)(F)F)cc(-c3ccco3)nc12	-8.3
COC(=O)Cn1c(CN2CCC(Cc3ccccc3)CC2)nc2c1c(=O)n(C)c(=O)n2C	0.3
COc1ccc(NC(=O)N2CCCC2C(=O)NCc2ccc(F)cc2)cc1 (stereo unspecified)	-2.4
CN(C)CCCOc1nc2c(c(=O)n(C)c(=O)n2C)n1C	-4.2
COc1cc(NS(=O)(=O)c2ccc(NC(=O)C34CC5CC(CC(C5)C3)C4)cc2)ncn1	-8.1
COc1ccc(Oc2cn[nH]c2-c2ccc(O)cc2O)cc1	1.7
Cc1ccn(C(=O)c2cc3cc(Cl)ccc3oc2=O)n1	-6.3
CC[n+]1c(/C=C2\C=C(C)CC(C)C2)sc2ccccc21 (stereo unspecified)	-28.7
c1ccc(-c2c(-c3ccccc3)n(Cc3ccco3)c3ncnc(NCCCn4ccnc4)c23)cc1	16.2
CSC1=C(C#N)C(c2ccccc2Cl)C2=C(N1)c1ccccc1C2=O (stereo unspecified)	19.8
CCc1nc(N)c(C#N)c(-c2ccccc2OC)c1C	13.2
COc1ccc2[nH]c(=O)c(CN(Cc3nnnn3Cc3ccc(F)cc3)CC3CCCO3)cc2c1 (stereo unspecified)	1.8
CCC(C)(C(=O)NC1CCCCC1)N(Cc1cccs1)C(=O)Cc1cccs1 (stereo unspecified)	-3.9
O=C(O)CC(c1ccccc1)c1ccccc1	-7.5
Cc1cccc(NCN2C(=O)c3ccccc3C2=O)c1	-5.0
COc1ccccc1NC(=O)c1c(NC(=O)c2ccco2)sc2c1CCC2	-24.0
CNS(=O)(=O)c1cccc(C(=O)OC2CCCCC2=O)c1 (stereo unspecified)	-0.6
O=C(Nc1ccccc1Oc1ccccc1)C1CC1	-12.0
COCCCn1c(SCc2ccc(OC)cc2)nc2cc(OC)c(OC)cc2c1=N	5.5
COC(=O)c1ccccc1NC(=O)CN1CCN(C23CC4CC(CC(C4)C2)C3)CC1	0.3
COC(=O)c1ccccc1N1C(=O)C2C(C1=O)C1C=CC2C12CC2 (stereo unspecified)	-1.5
CCOc1ccccc1NC(=O)NC1(C(=O)N2CCN3CCCC3C2)CCCCC1 (stereo unspecified)	-0.9
O=C(CCCNC(=O)/C(=C\c1ccccc1F)NC(=O)c1ccccc1)OCc1ccccc1	-17.6
[O-][n+]1onc2c1CCc1c-2nc(-c2ccccc2)n1OCc1ccccc1	-8.3
CCOc1ccc(C(=O)CN2CCN(S(=O)(=O)c3ccc(Br)cc3)CC2)cc1	0.2
C=CCNc1nc(SC)nc2ccsc12	-11.1
CCN(CC)c1ccc(C(=O)OCC(=O)N2CCCC2)cc1	-4.3
COCCn1c(C)cc(C2=NNC(=Nc3ccc(OC)cc3)SC2)c1C	-1.4
CCCNS(=O)(=O)c1ccc(CCC(=O)NCC2CCCO2)cc1 (stereo unspecified)	-5.6
CCCCN(C)CCCNC(=O)C1CC(=O)N(Cc2ccc(OC)cc2)C1 (stereo unspecified)	2.0
CCCn1c(SCC(=O)Nc2cccc(NC(C)=O)c2)nnc1C(C)C	0.1
N#Cc1c(/N=C/c2ccccc2)oc(-c2ccccc2)c1-c1ccccc1	2.9
CCCOc1ccc2c(C)c(CC(=O)OC)c(=O)oc2c1	8.1
CCOC(=O)c1[nH]c(C)c(C(=O)NC(C)(C)C)c1C	0.2
CCN(CC)CC(=O)c1c[nH]c2ccc(C)cc12	1.2
COc1cccc(OCCSc2nnc3sc4ccccc4n23)c1	4.0
O=S(=O)(/C=C/c1ccccc1)NCCc1ccccn1	-6.3
CC(C(=O)O)N1C(=O)CSc2ncccc21 (stereo unspecified)	-6.9
Cc1c(C(=O)N2CCN(c3ccccn3)CC2)sc2ncnc(N3CCN(c4ccccc4)CC3)c12	-12.3
Clc1ccc2c(NCc3ccccn3)ncnc2c1	4.5
COC(=O)c1c(NC(NC(=O)C(C)(C)C)C(Cl)(Cl)Cl)sc2c1CCC2 (stereo unspecified)	-4.7
O=C(Nc1ccc(-c2nnco2)cc1)c1ccccc1	3.7
CCOC(=O)c1sc(NC(=O)CSc2nnc(Cc3ccccc3)o2)c(C(=O)OCC)c1C	-6.1
CC(=O)Nc1ccc(NC(=O)COC(=O)c2ccc(C)s2)cc1	-1.1
COc1ccccc1-c1nc(C#N)c(N2CCN(c3ccccc3)CC2)o1	16.8
CCC(=O)N1CCN(c2c(Cl)cccc2[N+](=O)[O-])CC1	0.1
Oc1ccc(Cl)cc1CNc1ccc(Br)cn1	-3.1
CCOC(=O)C1=C(c2ccccc2)N=c2s/c(=C\c3ccco3)c(=O)n2C1c1cccs1 (stereo unspecified)	10.1
(continued)
SMILES	ARNT TACC3 PPI
Cc1cccc(-n2nnc3cnn(C)c3c2=O)c1	-6.4
O=C(CP(=O)(c1ccccc1)c1ccccc1)Nn1cnnc1	-2.1
O=C(c1cccc(F)c1)N1CCN(S(=O)(=O)c2ccc(C(F)(F)F)cc2)CC1	-29.2
Cc1ccc(CSCC(=O)N/N=C/c2ccc(OCC(=O)Nc3ccc(C)cc3)cc2)cc1	-3.0
O=C(COC(=O)c1n[nH]c2ccccc12)NC(=O)NCc1ccco1	-4.3
c1ccc(CSc2nnc(-c3ccco3)c(-c3ccco3)n2)cc1	14.5
CCOC(=O)/C(C(C)=O)=C1\OC(=O)c2ccccc21	24.8
O=C(O)c1ccc(COCC(F)(F)C(F)F)o1	-15.2
Clc1cccc(Cl)c1CSc1nnc(/C=C/c2ccccc2)o1	-2.7
Cc1ccc(S(=O)(=O)Cn2nnnc2CN(Cc2ccco2)Cc2cccs2)cc1	-4.5
Cc1cccc(NCC(O)Cn2cnc3c2c(=O)n(C)c(=O)n3C)c1 (stereo unspecified)	-20.6
Cc1cc2oc3c(c(=O)c2cc1C)C(c1cccc(Br)c1)N(Cc1ccco1)C3=O (stereo unspecified)	-15.0
CC1CCC/C(=C\Nc2ccccc2C(=O)O)C1=O (stereo unspecified)	-9.0
CN1C[N+]([O-])=C(c2ccccc2)C1(C)C	-31.3
CCOc1ccccc1C(=O)NCC(=O)N1CCN(Cc2ccc3c(c2)OCO3)CC1	0.2
Cc1ccnc(Nc2nc(-c3c(C)nc4sccn34)cs2)c1	3.1
CCCOc1ccc2ccccc2c1/C=N/n1c(C)nnc1-n1nc(C)cc1C	16.4
CCCCC1(C(=O)OCC)CC(CN2CCOCC2)OC1=O (stereo unspecified)	-4.0
CC(C)C(=O)Nc1cccc(NC(=S)NC(=O)c2ccccc2Cl)c1	0.4
CCCCCn1nc(C)c(/C=N/NC(=O)c2ccoc2C)c1C	-3.7
CC(C)(C)c1cc(=O)n2c(nc3ccccc32)[nH]1	-10.0
C/C(CC(=O)NCCCN1CCOCC1)=N\NC(=O)COc1ccc(Cl)cc1	5.0
Cc1cc(C)nc(/N=C(/NC(=O)Nc2cccc(Cl)c2)Nc2ccccc2)n1	-8.3
COc1cc(C2C(C(=O)c3ccc(C)o3)=C(O)C(=O)N2c2cc(C)on2)ccc1O (stereo unspecified)	-11.2
CS(=O)(=O)N1CCN(c2ccccc2NC(=O)Cc2ccc(Cl)cc2)CC1	-7.0
COC(=O)c1cc(NC(=O)CN(c2ccc3c(c2)OCO3)S(C)(=O)=O)ccc1Cl	-0.6
Cc1cccc(NC(=O)CN(C)S(=O)(=O)c2ccc(Br)cc2)n1	-1.0
O=C(O)C1CCCCC1C(=O)Nc1cnn(Cc2ccccc2)c1 (stereo unspecified)	-1.7
O=C1C(=C2CCCCC2)SC(=S)N1Cc1ccco1	4.1
NC(=O)NC[C@@H]1CC[C@@H](Cc2ccc(-c3ccccc3)cc2)O1	0.9
Cc1occc1C(=O)Nc1nn[nH]n1	22.7
CN(C)CCN1C(=O)C(=O)/C(=C(/O)c2ccccc2)C1c1ccccc1F (stereo unspecified)	-3.7
CCOC(=O)NCc1ccccc1	-2.6
COc1cc2c(cc1OC)-c1cc(NC3CCCCCC3)nc(=O)n1CC2	37.5
CCOC(=O)c1ccccc1NC(=O)CSc1nccn1C	2.1
COc1cc(S(=O)(=O)Nc2ncccc2C)c(OC)cc1Cl	2.0
Cc1ccc(Cl)cc1N1CCN(Cc2cc3c(cc2O)CCC3)CC1	-2.4
Cc1ccc(C2/C(=C(/O)c3ccc(Br)cc3)C(=O)C(=O)N2Cc2ccco2)o1 (stereo unspecified)	-7.4
O=C1/C(=C\c2ccc(-c3ccccc3[N+](=O)[O-])o2)C(c2ccccc2)=NN1c1ccccc1	-1.5
CC(=O)c1ccc(Nc2nc(=O)c3cccnc3s2)cc1	-1.9

2 entries picked at random from those above:
SMILES	ARNT TACC3 PPI
O=C1/C(=C\c2ccc(-c3ccccc3[N+](=O)[O-])o2)C(c2ccccc2)=NN1c1ccccc1	-1.5
CC(=O)c1ccc(Nc2nc(=O)c3cccnc3s2)cc1	-1.9

Further entries:
SMILES	ARNT TACC3 PPI
O=C(O)C(O)c1ccco1 (stereo unspecified)	-0.5
C=CCn1c(COc2ccccc2C)nnc1SCC(=O)O	-12.1
O=C(CN1CCN(c2ccccc2)CC1)Nc1ccc(Oc2ccccc2)cc1	5.8
CCCCCn1c(=O)c(C(=O)OCC)c(O)c2ccccc21	-7.4
CCCC(c1nnnn1C(C)(C)CC)N1CCN(C2CCCC2)CC1 (stereo unspecified)	-8.3
CCOC(=O)c1nnc(-c2ccc(C)cc2)nc1Sc1cccc(Cl)c1	-38.5
C=CCn1c(=O)c2ccccc2n2c(SCc3nnc(-c4ccccc4Br)o3)nnc12	-1.1
COc1cc(S(=O)(=O)N2CCCCC2)ccc1NC(=O)c1ccc(F)cc1	-9.3
CCOC(=O)C1C(=O)OC2(CCCC2)C1C(=O)OCC (stereo unspecified)	-9.8
C#CCOCCOCCOCCNc1nc(N2CCN(C(=O)[C@H]([C@@H](C)CC)n3cc([C@@H](N)CC(C)C)nn3)CC2)nc(N2CCN(C(=O)[C@H](CCCCN)n3cc([C@@H](N)CC(C)C)nn3)CC2)n1	5.5
COc1ccc(S(=O)(=O)N(CC(=O)N2CCN(c3ccccc3OC)CC2)c2ccccc2)cc1	-4.6
Cn1cccc1C(=O)OCc1csc(-c2ccccc2)n1	-9.6
COc1ccccc1CN(CC(=O)NCc1ccc2c(c1)OCO2)C(=O)c1ccc2c(c1)OCCO2	5.6
COc1ccc(C)cc1S(=O)(=O)NC1CCCC1	-2.8
CC1Cc2ccccc2N1c1nc(C2CC2)nc2c1nnn2Cc1ccccc1 (stereo unspecified)	-3.7
O=C(O)c1cccc2c(/C=N/Nc3ccccn3)c[nH]c12	-5.6
Cc1ccc(S(=O)(=O)N2CCC(C(=O)N[C@@H](Cc3ccccc3)C(=O)O)CC2)cc1	-7.4
CCOc1cc(NS(C)(=O)=O)c(OCC)cc1NC(=O)c1cccs1	-5.4
COc1ccc2c(c1)C1C=CCC1C(c1cc3c(cc1Br)OCO3)N2 (stereo unspecified)	5.5
O=C(c1ccc(N2CCCCC2)c([N+](=O)[O-])c1)N1CCOCC1	-1.8
Cc1cccc(C)c1OCC(=O)Nc1cccc(NC(=O)c2ccco2)c1	-0.9
CN(C)c1ccc(NC(=O)Oc2ccccc2)cc1	4.1
COc1ccc(C(CC(=O)O)NC(=O)c2ccco2)cc1OC (stereo unspecified)	-6.5
CSc1nc(N(C)CCO)c2sc3nc(-c4ccco4)c4c(c3c2n1)CCC4	-6.3
O=C(CSCc1c(Cl)cccc1Cl)Nc1nccs1	0.5
CNC(=O)Nc1ccccc1NC(=O)NC	2.8
O=C(Nc1nnc(C(F)(F)F)s1)C1COc2ccccc2O1 (stereo unspecified)	-10.5
Cc1cc(/C=C2\SC(=Nc3ccc(F)cc3)NC2=O)c(C)n1-c1ccc(S(N)(=O)=O)cc1	-18.9
CCc1ccc(C2CC(c3ccco3)=NN2S(C)(=O)=O)cc1 (stereo unspecified)	2.7
Cc1ccc(C=NCc2ccncc2)c(O)c1	2.2
CC1CCCC(NC(=O)COC(=O)c2ccccc2NC(=O)c2ccco2)C1C (stereo unspecified)	-3.6
CN1/C(=C\C(=O)c2cccs2)Sc2ccccc21	-2.4
O=C(Nc1ccccc1)Nc1nccs1	-7.7
CCN(CC)C(=O)C1CCCN(c2ccc([N+](=O)[O-])cc2/C=N/NC(=O)c2ccc([N+](=O)[O-])cc2)C1 (stereo unspecified)	5.7
Cc1noc(C)c1C(=O)NC(C)C1CCCO1 (stereo unspecified)	-5.6
CC(C)C[C@H](NC(=O)Nc1ccc(S(N)(=O)=O)cc1)C(=O)O	4.6
O=C(Nc1ccsc1C(=O)NC1CC1)c1ccccc1	0.9
O=C(CCCc1c[nH]c2ccccc12)N1CCCCCC1	-2.3
CC(=O)COc1ncn(-c2ccccc2)n1	-10.2
COc1ccc2c(c1)c(=O)oc1cc(OCC(=O)N3CCC(C)CC3)ccc12	-10.4

Some of these compounds in order of molar mass, rising:
SMILES	ARNT TACC3 PPI
O=C(O)C(O)c1ccco1 (stereo unspecified)	-0.5
CCN(CC)CC(=O)c1c[nH]c2ccc(C)cc12	1.2
O=C(O)c1cccc2c(/C=N/Nc3ccccn3)c[nH]c12	-5.6
Cn1cccc1C(=O)OCc1csc(-c2ccccc2)n1	-9.6
c1ccc(-c2c(-c3ccccc3)n(Cc3ccco3)c3ncnc(NCCCn4ccnc4)c23)cc1	16.2

Other structures:
SMILES	ARNT TACC3 PPI
O=C(Nc1nccs1)C1C2CC3OC(=O)C1C3C2 (stereo unspecified)	4.3
CC1CCc2cc(F)ccc2N1C(=O)c1ccc2c(c1)OCO2 (stereo unspecified)	5.1
CCOc1ccc(C2/C(=C(/O)c3ccc(OC)cc3)C(=O)C(=O)N2c2cc(C)on2)cc1OC (stereo unspecified)	-2.6
CC(C)C(OC(=O)c1ccco1)C(=O)NCc1cccs1 (stereo unspecified)	-0.7
